AHR activator – AHR activators, primary screen, cell-based, luminescence, luciferase reporter, human | AHR-responsive luciferase reporter cells | Aryl hydrocarbon receptor (Homo sapiens), P35869 | 2.5% of 320,000 active | activation, % at 5 µM; in the data active means activation above about 47%;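 further: 0% = vehicle wells and 100% = reference agonist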
Target sequence (P35869 whole entry, looked up): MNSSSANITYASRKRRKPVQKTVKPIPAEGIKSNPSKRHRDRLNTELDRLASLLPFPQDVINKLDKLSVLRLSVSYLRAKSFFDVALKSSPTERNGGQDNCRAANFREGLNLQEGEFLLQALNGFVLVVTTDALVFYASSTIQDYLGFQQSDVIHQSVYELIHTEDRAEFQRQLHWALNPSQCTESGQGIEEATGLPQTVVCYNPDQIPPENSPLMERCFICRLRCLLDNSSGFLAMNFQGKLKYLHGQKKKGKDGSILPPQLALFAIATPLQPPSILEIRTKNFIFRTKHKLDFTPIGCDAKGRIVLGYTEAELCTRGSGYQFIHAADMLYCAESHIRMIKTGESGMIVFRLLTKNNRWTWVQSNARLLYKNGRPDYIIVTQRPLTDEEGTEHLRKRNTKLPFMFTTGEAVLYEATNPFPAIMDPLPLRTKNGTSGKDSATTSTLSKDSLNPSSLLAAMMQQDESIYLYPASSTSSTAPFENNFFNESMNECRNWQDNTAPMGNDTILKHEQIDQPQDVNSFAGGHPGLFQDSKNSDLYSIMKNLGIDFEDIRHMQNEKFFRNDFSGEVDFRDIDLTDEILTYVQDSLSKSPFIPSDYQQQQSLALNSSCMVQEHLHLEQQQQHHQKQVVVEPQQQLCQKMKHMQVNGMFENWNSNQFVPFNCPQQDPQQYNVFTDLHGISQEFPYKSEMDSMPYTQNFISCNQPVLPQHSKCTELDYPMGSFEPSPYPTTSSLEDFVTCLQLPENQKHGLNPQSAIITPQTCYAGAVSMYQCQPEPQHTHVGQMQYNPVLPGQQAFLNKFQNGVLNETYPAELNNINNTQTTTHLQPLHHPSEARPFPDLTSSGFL
Efflux pump inh – inhibitors of Candida efflux pumps in yeast, primary screen, S. cerevisiae, Nile Red, multiplex; S. cerevisiae Candida pump triplex; inhibition, % at 10 µM; 0.44% of 330,000 active;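 active means plate passing quality check with inhibition over a set limit, or well fluorescence over plate mean plus 4 SD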;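 further: Nile Red retained in pooled yeast measured as flow cytometry median fluorescence; 0% = buffer negative control and 100% = Enniatin B positive control; higher means more Nile Red kept so more efflux inhibition; some compounds called inactive have numbers as strong as hits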
Yeast superoxide – reduction of superoxide in aged yeast, primary screen, HTS; S. cerevisiae aged cells, superoxide DHE fluorescence; hits give low values; superoxide response (% of plate mean), % at 10 µM; AID 2690, 2010; 0.18% of 330,000 active;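 active means superoxide response under a set limit, about three screen SD below normal, cut at about 65% in these data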;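 further: yeast aged for seven days with compound at 30 °C before DHE staining; 100% = average MFI of all compound-treated wells on the plate with controls excluded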
RPL19A TOR yeast – RPL19A-GFP expression modulators in yeast, primary screen, cell-based, S. cerevisiae, multiplex flow cytometry, MLPCN; S. cerevisiae RPL19A-GFP strain, 3 h; hits give low values; percent response vs DMSO, % at 10 µM; AID 2025, 2009; 0.3% of 330,000 active;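 active means percent response vs DMSO below 50%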;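 further: median channel GFP fluorescence of the barcoded RPL19A-GFP strain; ratio of sample median GFP to plate DMSO average so 100% = DMSO; lower means less RPL19A-GFP as with rapamycin TOR inhibition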
AGP1 TOR yeast – modulators of AGP1-GFP expression in yeast TOR pathway, primary screen, cell-based, multiplex flow cytometry, S. cerevisiae, MLPCN library. 3 h; GFP as percent of DMSO wells. GFP response vs DMSO, % at 10 µM. 0.02% of 320,000 active. AID 2066, 2009;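 active means GFP response relative to DMSO above a set limit, near screen average plus 3 SD, cut at about 150% in these data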;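 further: median GFP channel fluorescence of the gated AGP1 strain per well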
CIT2 TOR yeast – modulators of CIT2-GFP expression in yeast, primary screen, S. cerevisiae, GFP fusion, multiplex flow cytometry, MLPCN library | AID 2029, 2009 | GFP response vs DMSO, % at 10 µM | 0.065% of 320,000 active | S. cerevisiae CIT2-GFP strain, 3 h; 100 means same as DMSO wells;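 active means GFP response relative to DMSO above a set limit, near the screen mean plus 3 SD, cut at about 150% in these data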;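 further: ratio of well median GFP fluorescence to mean of DMSO wells on the plate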
MEP2-GFP yeast – modulators of MEP2-GFP levels in yeast, primary screen, S. cerevisiae, multiplex flow cytometry, MLPCN library. S. cerevisiae MEP2-GFP strain, 3 h; 100% = DMSO control level. 0.51% of 330,000 active. GFP response vs DMSO, % at 10 µM;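 active means GFP response versus DMSO above a set limit, roughly screen mean plus 3 SD, cut at about 180% in these data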;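 further: median GFP fluorescence of the barcode-gated MEP2-GFP cells per well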
LAP4 TOR yeast – modulators of LAP4-GFP expression in yeast, primary screen, S. cerevisiae, multiplex flow cytometry, MLPCN library; 3 h; median GFP as percent of DMSO wells; GFP response vs DMSO, % at 10 µM; 0.34% of 320,000 active;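 active means GFP response vs DMSO above a set limit, about the screen mean plus 3 SD, cut at about 150% in these data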
Active calls of the source: *; nt = no result given.

Order of results: Yeast superoxide	CIT2 TOR yeast	LAP4 TOR yeast	RPL19A TOR yeast	Efflux pump inh	AGP1 TOR yeast	AHR activator	MEP2-GFP yeast
CC(C)c1ccc(N2C(=O)CC(Sc3ncn[nH]3)C2=O)cc1 (configuration not stated)
  85	99	nt	98	0.1	82	-1	76
COc1ccc(NC(=O)CCOc2cc(C)ccc2C)cc1S(=O)(=O)N1CCCCC1
  102	104	104	107	0.1	104	1	108
Cn1c(=O)[nH]c(=O)c2c1nc(CN1CCN(c3cccc(Cl)c3)CC1)n2Cc1ccccc1Cl
  97	88	102	99	-0.1	104	-4	95
CC(C)(C)OC(=O)N1CCC(c2cc(=O)n3[nH]c(-c4ccc(Cl)cc4)cc3n2)CC1
  97	94	111	95	-0.1	92	4	95
COc1ccc(CCC(C)N2CCC(Oc3ccc(C(=O)N4CCCC4)cc3)CC2)cc1 (configuration not stated)
  111	110	105	94	-0.6	108	7	99
COc1ccc(OC)c(-n2cnc3cc(C(=O)NCCCN4CCOCC4)ccc32)c1
  89	96	103	99	0.0	102	4	99
Cc1cc(/C=N/n2cnnc2)c(C)n1-c1cccc(Cl)c1
  88	97	100	101	-0.1	99	7	101
O=C(Nc1nncs1)C1COc2ccccc2O1 (configuration not stated)
  105	91	115	101	0.0	100	10	100
O=C(NCCN1C(=O)CSC1=O)c1ccccc1
  121	nt	97	97	0.1	91	1	87
Cc1noc(/C=C/c2ccco2)c1S(=O)(=O)N1CCC(C(=O)Nc2ccc(Cl)cn2)CC1
  96	98	90	100	0.1	98	0	106
CN1CCN(c2ccc(Cl)cc2NC(=O)c2ccc([N+](=O)[O-])cc2)CC1
  98	91	106	98	0.2	96	7	106
C=CCNc1nc(-c2c(C)nc3ncccn23)cs1
  100	97	89	102	-0.2	94	10	109
C=CCn1c(SCC(=O)N2CCN(c3ccccc3)CC2)nnc1-c1ccco1
  95	111	92	101	0.1	110	-1	113
Cc1cc(S(=O)(=O)NCc2ccc3c(c2)OCO3)ccc1F
  120	91	108	99	0.4	103	-3	96
CCOc1ccc(NC(=O)c2cc(Cl)nc3ccccc23)cc1
  114	102	105	109	0.2	104	95*	124
O=C(COC(=O)CC12CC3CC(CC(Br)(C3)C1)C2)NC(=O)NCc1ccco1
  93	102	98	97	0.1	97	0	98
CCn1cc(C(=O)NCC2CCCO2)c(=O)c2cc(S(=O)(=O)N(C)C3CCCCC3)ccc21 (configuration not stated)
  92	92	100	98	0.7	99	0	102
CC(C)COc1ccc(C(=O)NC(CC(C)C)C(=O)O)cc1 (configuration not stated)
  105	90	100	94	0.0	95	-1	95
CCCn1c(C)cc(/C=C(\C#N)C(=O)OCC(=O)NC(=O)NC(C)(C)C)c1C
  118	104	108	99	0.1	103	-2	103
CCN(Cc1ccncc1)Cc1nc(Cc2ccccc2Cl)no1
  94	111	97	110	0.0	111	2	106
O=c1cc(CN2CCc3ccccc3C2)nc2sccn12
  80	102	99	101	-0.1	98	5	103
O=C(Cn1cnc2c(nnn2Cc2ccc(Cl)cc2)c1=O)N1CCN(c2ccccc2)CC1
  98	100	107	102	0.0	108	0	100
Cc1ccc(NC(=O)NC(=O)COc2ccc(Cl)cc2Cl)c(C)c1
  96	91	104	104	0.2	95	1	101
Cc1cc2cccc(C)c2nc1SCC(=O)NCC1CCCO1 (configuration not stated)
  91	102	97	101	-0.1	105	1	99
O=C(CSc1nc(-c2ccco2)cc(C(F)(F)F)n1)N1CCN(c2ccc(Cl)cc2)CC1
  108	92	99	97	-0.1	98	6	99
COc1cc(CNc2ncc(-c3ccc(Br)cc3)n2C)cc(OC)c1OC
  106	102	101	100	0.3	103	1	103
COc1ccc(S(=O)(=O)N2CCCN(CCC(=O)Nc3cccc(C(F)(F)F)c3)CC2)cc1
  89	100	98	100	-0.2	103	0	107
CCCCc1cc(=O)oc2cc(C)cc(OCc3nn[nH]n3)c12
  99	108	107	102	-0.3	106	8	106
COCCCNC(=O)N1c2ccccc2Sc2ccccc21
  90	110	83	106	-0.1	101	4	97
COc1ccc(-c2c(C)n([O-])c3c([n+]2=O)CCCCC3)cc1OC
  80	103	99	104	0.1	111	3	98
Cc1nc(NCCC(C)C)c2nnn(Cc3ccccc3)c2n1
  103	96	95	102	0.0	101	6	98
CC(C)(CNC(=O)CC1C(=O)NCCN1Cc1cccc(F)c1)N1CCOCC1 (configuration not stated)
  109	104	100	107	0.1	111	0	102
CCn1ccc(C(=O)Nc2ccc(S(=O)(=O)Nc3ccccc3OC)cc2)n1
  99	96	90	98	-0.1	108	6	98
O=[N+]([O-])c1ccc(-n2cc(-c3ccccc3)nn2)cc1
  105	100	91	98	-0.2	90	-1	100
COc1ccc(NC(=O)c2ncn[nH]2)cc1
  98	101	100	100	-0.1	99	6	93
Cc1cc(OCc2ccc(C(=O)NN=C3CCCC3)cc2)ccc1Cl
  133	95	174*	97	0.4	121	26	96
Cc1ccc2[nH]c(C(=O)N3CCC(C(N)=O)CC3)cc2c1
  97	93	87	97	-0.1	92	9	98
CC(C)Cn1c(=S)[nH]c2cc(C(=O)O)ccc2c1=O
  106	104	105	102	-0.2	104	0	104
CCOC(=O)c1[nH]c2ccccc2c1NC(=O)COC
  99	91	97	91	-0.4	91	33	88
NS(=O)(=O)c1cc(Cl)c(NC(=O)COC(=O)c2ccccn2)c(Cl)c1
  96	101	109	116	0.1	104	-1	120
COC(=O)c1nnn(-c2nc(N3CCOCC3)nc(N3CCOCC3)n2)c1C
  94	101	99	104	0.2	98	3	103
C/C(=N/Nc1ccc(Cl)cc1)c1cnnc(-c2ccccc2)n1
  92	87	93	95	0.1	92	16	91
O=C(c1ccc2ccccc2c1)N1CCN(S(=O)(=O)/C=C/c2ccccc2)CC1
  97	110	100	99	-0.2	104	0	101
CCOC(=O)C1=C(c2ccccc2)OC(N)=C(C#N)C1c1ccco1 (configuration not stated)
  93	98	102	105	-0.1	103	-1	105
O=C(c1ccco1)N1CCN(C(=S)Nc2ccc(F)cc2)CC1
  81	102	100	106	-0.1	107	18	103
CO/N=C/C(c1ccc(Cl)nc1)S(=O)(=O)c1ccccc1 (configuration not stated)
  84	105	88	104	0.3	100	3	107
COc1cc([N+](=O)[O-])ccc1NC(=O)NCc1ccccn1
  91	108	99	96	0.1	96	3	108
C#CCOCCOCCOCCNc1nc(N2CCN(C(=O)[C@H](CCC(=O)O)n3cc(C(N)Cc4ccc(O)cc4)nn3)CC2)nc(N2CCN(C(=O)[C@H](Cc3cc4ccccc4[nH]3)n3cc(C(N)CC(C)C)nn3)CC2)n1 (some centres not stated)
  98	111	103	104	-0.1	95	0	90
COc1ccc(C2c3ccc4ccccc4c3Oc3ncn(CCO)c(=N)c32)cc1OC (configuration not stated)
  109	84	85	96	0.2	87	-1	99
Cc1cc(Nc2ccccc2)cc(=O)n1C
  79	113	129	103	-0.1	114	0	106
COC(=O)c1ccccc1NC(=O)NCc1ccccn1
  91	102	102	102	0.0	101	0	105
CCCCC#Cc1ccccc1CC(=O)Nc1ccccc1
  99	106	105	102	-0.1	90	10	89
Cc1c(NC(=O)Oc2ccccc2)sc(=S)n1C
  85	98	98	95	0.1	98	3	99
O=C(Nc1ccc(N2CCN(C(=O)c3cccs3)CC2)cc1)c1cccc(F)c1
  92	103	101	99	0.2	93	-5	100
NS(=O)(=O)c1cccc(NC(=O)c2ccccc2NS(=O)(=O)c2ccc(F)cc2)c1
  100	102	90	103	0.0	98	-1	112
O=C(CCN1CCN(c2ccccc2)CC1)NNC(=O)c1cccc2ccccc12
  97	95	87	100	-1.5	96	12	87
COc1cccc(CNC(=O)CNC(=O)N2CC(=O)Nc3ccccc32)c1
  107	104	90	99	0.6	104	6	105
O=C(CNC(=O)c1ccccn1)N/N=C/c1ccc2c(c1)OCO2
  91	107	104	111	-0.1	106	68*	105
O=C1C(NS(=O)(=O)c2cccs2)=C(N2CCN(c3ccccc3)CC2)C(=O)c2ccccc21
  131	112	99	104	-0.1	99	12	109
Cc1cccc[n+]1CC(=O)c1ccccc1
  92	113	92	108	0.1	99	2	113

Some of the entries so far, as comma-separated lines:
compound,Yeast superoxide,CIT2 TOR yeast,LAP4 TOR yeast,RPL19A TOR yeast,Efflux pump inh,AGP1 TOR yeast,AHR activator,MEP2-GFP yeast
O=c1cc(CN2CCc3ccccc3C2)nc2sccn12,80,102,99,101,-0.1,98,5,103
CC(C)(C)OC(=O)N1CCC(c2cc(=O)n3[nH]c(-c4ccc(Cl)cc4)cc3n2)CC1,97,94,111,95,-0.1,92,4,95

Later entries.
Order of results: Yeast superoxide	CIT2 TOR yeast	LAP4 TOR yeast	RPL19A TOR yeast	Efflux pump inh	AGP1 TOR yeast	AHR activator	MEP2-GFP yeast
C[N+]1=C2CCCCCN2C(O)(c2ccccc2)C1 (configuration not stated)
  108	100	97	101	0.1	109	0	105
CS(=O)(=O)N(CC(=O)N1CCCC1)c1cccc(Cl)c1
  107	103	106	98	0.0	102	0	105
CCOC(=O)C(C(=O)Nc1ccccc1C)C1CCCCC1 (configuration not stated)
  92	93	99	98	0.0	94	0	99
CC1=C(C(=O)Nc2cccc(C(=O)NC(C)c3ccccc3)c2)SCCO1 (configuration not stated)
  91	95	111	99	0.3	104	11	103
COc1ccc(C2NC(=O)c3ccccc3O2)cc1OC (configuration not stated)
  102	62	92	107	0.0	71	0	92
COc1cc2nc(C3CCC3)n(NC(=O)C3CCC(OC)CC3)c(=O)c2cc1OC (configuration not stated)
  82	100	103	100	0.2	105	1	102

Compound activity from PubChem BioAssay.
